G9a inh = inhibitors of human histone lysine methyltransferase G9a | Q96KQ7 | G9a H3K9 monomethylation, AlphaScreen, 2 h | Potency, µM (top dose mostly 102 µM), for inactives: top-dose activity, negative = inhibition, usual class: inhibitors | hit rate 8.8% among 350,000 | AID 504332; also: % is scaled to controls: 0 for no effect and ±100 for the full control effect; nearly all actives have a fitted effect of over 75% in size
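AlphaScreen detection with an anti-monomethyl H3K9 antibody quantified product after a 2 h room-temperature reaction containing 500 nM biotinylated H3K9 peptide, 20 µM SAM and 20 nM enzyme, which had been preincubated 15 min with compound.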
PGK inhibitor = T. brucei PGK inhibition; Potency, µM (doses to about 57.5 µM), without a hit: at the highest dose activity change, negative = inhibition, hits mostly inhibitors; AID 602233; PGK/GAPDH coupled, Kinase-Glo luminescence, 60 min; hit rate 0.043% among 380,000; P07378; also: % is scaled to controls: 0 for no effect and ±100 for the full control effect; nearly all actives have a fitted effect of over 60% in size
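Recombinant glycosomal PGK reaction used 1,3-bisphosphoglycerate generated in-well by GAPDH (100nM final) in 100mM TEA pH 7.6, 5mM MgCl2, 0.01% Tween-20. After 60 minutes at room temperature, ATP was read by Kinase-Glo Plus luminescence end-point.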
HP1b chromo inh = inhibitors of HP1-beta chromodomain binding to methylated histone tails; P83916; AlphaScreen HP1-beta / biotin-H3K9me3 peptide binding; Potency, µM (series often up to 114 µM), for the others: at the top dose activity change, negative = inhibition, actives largely listed as inhibitors; hit rate 0.56% among 390,000; AID 540317; also: nearly all actives have a fitted effect of over 70% in size; inactives centre near 23
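AlphaScreen: HP1-beta (50 nM) preformed 30 min with biotin-H3(1-18)K9me3 peptide (50 nM) in PBS pH 7.4, 0.01% Tween-20. Compound added for 30 min at RT, then streptavidin donor/nickel chelate acceptor beads (10 ug/mL) for 30 min.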
BAZ2B block = BAZ2B (human) inhibition | Q9UIF8 | AlphaScreen BAZ2B-H3K14Ac peptide displacement | Potency, µM (top dose mostly 114 µM), inactives show top-dose activity change, negative = inhibition, hits mostly inhibitors | hit rate 4.4% among 360,000 | AID 504333; also: % is scaled to controls: 0 for no effect and ±100 for the full control effect; nearly all actives have a fitted effect of over 60% in size
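AlphaScreen displacement: compounds (up to 110uM) incubated 30 min at room temperature with a preformed 50 nM BAZ2B/50 nM biotinylated H3K14Ac peptide complex in PBS pH 7.4 with Tween-20. Donor and acceptor beads at 10 ug/mL final added, 20 min light-protected before reading.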
GLS inh = blocks human kidney-isoform glutaminase activity | GLS enzymatic activity, qHTS titration | Potency, µM (top dose mostly 45.5 µM), without a hit: at the top dose activity change, negative = inhibition, actives largely listed as inhibitors | hit rate 0.21% among 410,000 | AID 624170; also: % is scaled to controls: 0 for no effect and ±100 for the full control effect
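hKGA in 45 mM KH2PO4 pH 8.2, 0.02% Tween-20 with pin-transferred compounds; 1 mM L-glutamine (stock) plus glutamate oxidase/HRP/Amplex Red coupling added. Fluorescence read initially and after 30 min at RT.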
BLM helicase inh = inhibitors of human Bloom syndrome helicase BLM; recombinant BLM DNA unwinding, fluorescence dequenching; Potency, µM (doses to about 56.1 µM), inactives show at the top dose activity change, negative = inhibition, actives largely listed as inhibitors; hit rate 0.2% among 350,000; AID 2528;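 also: plate controls were vehicle for no effect and no enzyme for full effect; nearly all actives have a fitted effect of over 35% in size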
Pin1 inh = blocks the human prolyl isomerase Pin1. Potency, µM (top dose mostly 115 µM), without a hit: top-dose activity, negative = inhibition, actives largely listed as inhibitors. Q13526. Pin1 FP peptide displacement, HiFluor488, 10 min. hit rate 0.009% among 390,000. AID 504891; active = well fitted inhibition curve with a large enough effect in the polarisation, with a control signal flat, not every such curve was filed as active; inconclusive = small, poorly fitted or top-dose-only effect, or effect the other way, or a change in a side signal; inactive = no such curve, though single readings can be large or run the other way; the % refers to the polarisation; also: % is scaled to controls: 0 for no effect and ±100 for the full control effect
JMJD2A Tudor = JMJD2A Tudor domain (human) inhibition; AlphaScreen JMJD2A-Tudor / H3K4me3 peptide binding; Potency, µM (titrated, usually from 114 µM), inactives show at the highest dose activity change, negative = inhibition, most hits filed as inhibitors; O75164; hit rate 4.4% among 390,000; also: % is scaled to controls: 0 for no effect and ±100 for the full control effect; nearly all actives have a fitted effect of over 50% in size
Pol iota inh = DNA polymerase iota (human) inhibition | Pol iota fluorescent replication assay, 10 min | hit rate 1% among 390,000 | Q9UNA4 | Potency, µM (highest dose often 115 µM), without a hit: top-dose activity, negative = inhibition, hits mostly inhibitors | AID 588590
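Pol iota at 10 nM preincubated 15 min with compounds at room temperature; reaction started with fluorescent substrate, 50 nM final. Fluorescence read kinetically at 0 and 10 min; buffer-only wells as negative control.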
* hit, by the source's call; i = inactive; ? = inconclusive; . = no result given; [ ] = remark or other dose. Unless noted, calls follow the shape of the dose curve; as a rule, active = well fitted curve in the direction sought with a large enough effect; inconclusive = small, poorly fitted or top-dose-only effect, or another doubt; inactive = no such curve, though single readings can be large; an effect the other way counts as inactive or inconclusive. Potency is read from the fitted curve at half-maximal effect.

SMILES	G9a inh	PGK inhibitor	HP1b chromo inh	BAZ2B block	GLS inh	BLM helicase inh	Pin1 inh	JMJD2A Tudor	Pol iota inh
CC1CCN(C(=O)COC(=O)c2ccc(Cl)nc2)CC1	.	-2%	15%	.	8%	.	-2%	-17%	-19%
CCOc1cc(/C=N/Nc2nc(-c3cccc(S(=O)(=O)N4CCCC4)c3)cs2)ccc1O	35µM*	-7%	-7%	?	18%	-13%	-6%	?	15%
CCOC(=O)Cc1csc(NC(=O)Nc2ccc(Cl)cc2)n1	1%[59 µM]	0%	18%	4%	-12%	-6%	9%	-9%	-17%[58.9 µM]
NCCCN(Cc1ccc(Cl)cc1)c1ccc(Br)cn1	.	.	20%	.	.	.	-1%	-15%	11%
COc1ccc(CNC(=O)[C@@H](NC(=O)C2CCN(S(=O)(=O)c3ccccc3)CC2)C(C)C)cc1	-14%	3%	46%[activator]	0%	-2%	-2%	-8%	-5%	75%[activator]
CSc1cccc(NC(=O)c2ccc(CN3CCc4ccccc4C3)cc2)c1	-34%	4%	21%	-25%	9%	-12%	0%	-20%	4%
COC(=O)c1ccccc1NC(=O)Cn1cnc2c(cnn2-c2ccccc2)c1=O	15%	0%	46%[activator]	8%	-1%	-1%	-1%	-4%	-4%
COc1cccc(-c2nnc(SCC(=O)Nc3cc(C)ccc3OC)n2N)c1	-4%[59 µM]	12%	14%	.	3%	-1%	4%	-11%	15%
O=C(COc1ccc(/C=C2/NC(=O)NC2=O)cc1)Nc1ccc(F)cc1	40%	-1%	36%	?	-9%	-9%	0%	-6%	8%
O=c1[nH]c(SCc2cccc(Cl)c2)nc2c1CCCC2	-1%	0%	23%	0%	0%	0%	-3%	-4%	?
Cc1ccc(CN2c3ccccc3-c3nc(SCC(=O)NCCc4ccccc4)ncc3S2(=O)=O)cc1	6%[59 µM]	4%	17%	-4%	-6%	-6%	0%	-8%	5%
COC(=O)c1sc(NC(=O)c2c(F)cccc2F)c(C#N)c1C	-8%	-2%	90%[activator]	-1%	8%	-4%	?	-15%	4%
COc1cccc(-c2c(-c3cc(OC)cc(OC)c3)n(C)c3ccc(-c4ccc5[nH]ccc5c4)cc23)c1	1%[0.501 µM]	-7%	12%	-9%	-3%	.	29%	-30%	36%[activator]
Cc1nn(-c2ccccc2)c2sc(C(=O)N3CCOCC3)cc12	18%[59 µM]	-4%	25%	8%	-10%	6%	17%	-6%	20%
O=S(=O)(NCCOc1ccccc1F)c1cccc(Br)c1	-2%[2.33 µM]	-1%	60%[activator]	26%	3%	.	2%	22%	6%
CS(=O)(=O)c1nc2ccccc2n1Cc1ccccc1	-1%[12.7 µM]	-6%	24%	-22%	-1%	0%	10%	-7%	8%
C=CCNS(=O)(=O)c1cccc(C(C)=O)c1	26%[59 µM]	-4%	25%	13%	2%	2%	-2%	3%	-14%
CCOC(=O)c1c(C)[nH]c(CCC(=O)NCc2ccc(N(C)C)cc2)c1C	-3%[59 µM]	7%	-3%[57 µM]	-37%	8%	-3%	-4%	?	6%
COc1ccc(-n2c(=S)[nH]c3cc(C(=O)NCCCN4CCOCC4)ccc3c2=O)cc1	28µM*	-6%	19%	-2%	5%	3%	-1%	-14%	37%[activator]
C=CCSc1nnc(CNS(=O)(=O)c2ccc(C)cc2)n1C	3%	-3%	31%	-12%	2%	-2%	-4%	-4%	17%

Pulled by structure from above:
SMILES	G9a inh	PGK inhibitor	HP1b chromo inh	BAZ2B block	GLS inh	BLM helicase inh	Pin1 inh	JMJD2A Tudor	Pol iota inh
COc1cccc(-c2c(-c3cc(OC)cc(OC)c3)n(C)c3ccc(-c4ccc5[nH]ccc5c4)cc23)c1	1%[0.501 µM]	-7%	12%	-9%	-3%	.	29%	-30%	36%[activator]
COc1cccc(-c2nnc(SCC(=O)Nc3cc(C)ccc3OC)n2N)c1	-4%[59 µM]	12%	14%	.	3%	-1%	4%	-11%	15%
CSc1cccc(NC(=O)c2ccc(CN3CCc4ccccc4C3)cc2)c1	-34%	4%	21%	-25%	9%	-12%	0%	-20%	4%
CCOC(=O)Cc1csc(NC(=O)Nc2ccc(Cl)cc2)n1	1%[59 µM]	0%	18%	4%	-12%	-6%	9%	-9%	-17%[58.9 µM]
COC(=O)c1sc(NC(=O)c2c(F)cccc2F)c(C#N)c1C	-8%	-2%	90%[activator]	-1%	8%	-4%	?	-15%	4%

The listing continues:
SMILES	G9a inh	PGK inhibitor	HP1b chromo inh	BAZ2B block	GLS inh	BLM helicase inh	Pin1 inh	JMJD2A Tudor	Pol iota inh
CN(C)c1ccc(CNS(=O)(=O)c2ccc(-c3cc(C(F)(F)F)on3)s2)cc1	-20%[59 µM]	-12%	19%	-7%	1%	-7%	-3%	-20%	-21%
CS(=O)(=O)N1CCC(C(=O)N2CCC(Cc3ccccc3)CC2)CC1	-17%[59 µM]	1%	24%	2%	9%	-1%	2%	-2%	9%
CCCCn1nnc(NC(=O)Cc2ccc(Cl)cc2)n1	-40%[12.7 µM]	-6%	40%[activator]	39%[activator]	-6%	-14%	-1%	-15%	3%
CN(C)c1ccc(P(=O)(OCc2ccccc2)C(O)c2ccc(Br)cc2)cc1 (centres undefined)	-7%[59 µM]	-5%	33%	-21%	-2%	-4%	-9%	8%	26%
CC1=C(C(=O)Nc2ccccc2C)C(c2ccc(C)o2)N2C(=O)CSC2=N1 (centres undefined)	6%[12.7 µM]	-14%	19%	2%	-5%	-1%	?	?	?
CCOC(=O)CCN(C(=S)Nc1ccccc1)C1CCCCC1	.	-3%	-2%	.	-19%	.	-1%	-12%	35%[activator]
CON(C)c1nc(OCCNC(=O)OCc2ccc(Cl)cc2C)nc(N(C)C)n1	0%[59 µM]	-4%	35%	?	9%	4%	2%	-15%	23%
COc1ccc(N(CC(=O)NCc2cccs2)S(=O)(=O)c2cccnc2)cc1	8%	i	42%[activator]	-5%	3%	0%	-3%	-17%	?
Cc1cccc(NC(=S)N2CCC(c3nc4ccccc4o3)CC2)c1C	14%[12.7 µM]	6%	27%	?	5%	-4%	9%	-17%	14%
CCCCn1cnc2sc3c(c2c1=N)CCCC3	-32%[12.7 µM]	i	32%[activator]	-4%	-4%	1%	-8%	1%	-2%
COc1ccccc1-c1cccc([C@@H]2C[C@H]3[C@H](CON3C)CN2C(=O)CCc2ccccc2)c1	.	-4%	30%	.	1%	.	3%	-30%	32%[activator]
Cc1ccc(S(=O)(=O)N(CCO)Cc2ccccc2)cc1	75%[activator]	-9%	29%	-27%	0%	-4%	3%	-6%	121%[activator]
Cc1[nH]c2ccccc2c1C(=O)CN1CCC(C(N)=O)(N2CCCCC2)CC1	-34%[59 µM]	-1%	23%	2%	13%	4%	4%	-1%	12%
CC(/C=N/n1c(-c2cc(C)[nH]n2)n[nH]c1=S)=C\c1ccccc1	?	2%	7%	-37%	-26%	-3%	3%	?	16%
CC(=O)c1cccc(NS(=O)(=O)c2c(C(=O)N3CCOCC3)c(C)n(C)c2C)c1	-10%[59 µM]	8%	36%	-15%	0%	-2%	-8%	-10%	19%
CCOc1nc(C)ccc1-c1noc(-c2cccnc2)n1	50%	-7%	31%	-2%	-14%	2%	-8%	1%	33%[activator]
CS(=O)(=O)NCc1nnc(SCC(=O)NC2CCCCC2)n1-c1ccc(F)cc1	-12%[59 µM]	i	33%	-3%	-1%	-4%	-8%	-8%	9%
O=[N+]([O-])c1ccc(NCCCO)c(C(F)(F)F)c1	7%[59 µM]	-3%	39%	-14%	3%	-8%	10%	5%[57.1 µM]	14%
O=C(COC(=O)c1n[nH]c(=O)c2ccccc12)Nc1cccc(S(=O)(=O)N2CCOCC2)c1	.	-10%	22%	.	-2%	.	-2%	-6%	18%
O=C(NCCc1ccc(Cl)cc1)C1CCCN1C(=O)Nc1ccccc1 (centres undefined)	17%	-11%	29%	-5%	9%	-1%	-1%	1%	38%[activator]
Nc1ncnc2c1ncn2Cc1ccccc1	-6%	0%	31%	0%	-1%	2%	5%	9%	100%[activator]
COc1cc(NC(=O)c2ccc(Br)cc2)ccc1NC(=O)c1cc2ccccc2o1	8%	.	26%	11%	-7%	-1%	-8%	-5%	-33%
COc1ccc(NC(=O)C2CCN(c3nc(-c4ccc(OC)c(OC)c4)no3)CC2)cc1Cl	4%[59 µM]	-2%	42%[activator]	-2%	-1%	-4%	2%	-3%	8%
N#CCCn1cc(/C=C2\NC(=S)N(c3ccccc3)C2=O)c(-c2ccc(-c3ccccc3)cc2)n1	14%[59 µM]	-7%	18%	-18%	-10%	-11%	16%	-25%	45%[activator]
C=CCn1c(SCCOc2ccccc2)nnc1C(C)NC(=O)c1ccccc1 (centres undefined)	17%	i	39%[activator]	8%	.	-1%	-2%	-12%	-1%
CCn1cc(S(=O)(=O)c2cc(C)cc(C)c2)c(=O)c2cc(F)c(N3CCCC3)cc21	-20%[59 µM]	2%	37%	?	-7%	0%	1%	-17%	0%
O=C(NC1CCCCC1)N(CCN1CCOCC1)Cc1cc2cc3c(cc2[nH]c1=O)OCCO3	16%[59 µM]	-1%	36%	-1%	-2%	1%	1%	-14%	16%
Cc1ccc(CNC(=O)Cn2nnc(C(=O)Nc3cccc(C)c3C)c2N)cc1	-6%	i	48%[activator]	-27%	-8%	-7%	0%	-23%	13%
Cc1c(Br)c([N+](=O)[O-])nn1C(C)C(=O)Nc1nccs1 (centres undefined)	10%[0.0925 µM]	.	17%	79µM*	-2%	-3%	?	-31%	2%
COc1nc(C)cc(C)c1S(=O)(=O)c1ccccc1	3%	.	44%[activator]	43%[activator]	6%	-2%	0%	-3%	-12%
Cc1nc([N+](=O)[O-])cn1CC(O)c1ccc(Cl)cc1 (centres undefined)	.	-5%	19%	-1%	2%	-1%	-2%	-9%	54%[activator]
CC1CC(C)CN(CCCNC(=O)c2nn(C)c3c2CS(=O)(=O)c2ccccc2-3)C1 (centres undefined)	2%	i	21%	-17%	-3%	5%	-12%	0%	31%[activator]
CCCCn1cc(S(=O)(=O)c2ccc(CC)cc2)c(=O)c2cc(F)c(N3CCCC(C)C3)cc21 (centres undefined)	-13%[59 µM]	10%	32%	4%	4%	-4%	1%	-17%	4%

Screening data (PubChem)

Some of the compounds tested, so the mix of outcomes need not match the whole.
